# Screens as filed in PubChem.
# MsrA inh – inhibits bovine methionine sulfoxide reductase A | purified bovine MsrA, absorbance read-out | AID 651718 | inhibition, % at 15.5 µM | 0.75% of 360,000 active; in the data active = inhibition above about 4.5%;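 also: 0% = vehicle wells with enzyme and 100% = reference inhibitor wells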
# bovine MsrA act – activates bovine MsrA enzyme; purified bovine MsrA, absorbance read-out; activation, % at 10.6 µM; 0.3% of 360,000 active; AID 602163; in the data active = activation above about 7.5%;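 also: 0% = vehicle and 100% = reference activator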
# LMPTP block – LMPTP (human) inhibition; recombinant LMPTP-A, OMFP fluorogenic substrate, fluorescence intensity; inhibition, % at 20 µM; P24666; 0.22% of 360,000 active;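 active = compounds that cut the enzyme signal by at least half of the control window in the single-dose screen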;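 also: plate controls were DMSO wells with enzyme plus substrate for no effect and substrate without enzyme for full effect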
#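 test system = LMPTP-A | amount = 0.625 nM LMPTP-A final | reagent = fluorogenic phosphatase substrate OMFP at 400 µM final | incubation = 50 min at room temperature | benchmarks = no-enzyme low control, uninhibited high control | medium = Bis-Tris pH 6.0, DTT, detergent | signal = fluorescence intensity of OMFP turnover product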
# Scp1 inh – blocks human Scp-1 phosphatase activity; 0.88% of 340,000 active; inhibition, % at 20 µM; Recombinant Scp1, phosphopeptide, malachite green phosphate absorbance; Q9GZU7;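 active = inhibition above about 50% at 20 µM, limit read from the data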;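 also: plate controls were DMSO wells with enzyme for no effect and wells lacking enzyme for full effect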
# Target sequence (Q9GZU7 76-261 limits assumed): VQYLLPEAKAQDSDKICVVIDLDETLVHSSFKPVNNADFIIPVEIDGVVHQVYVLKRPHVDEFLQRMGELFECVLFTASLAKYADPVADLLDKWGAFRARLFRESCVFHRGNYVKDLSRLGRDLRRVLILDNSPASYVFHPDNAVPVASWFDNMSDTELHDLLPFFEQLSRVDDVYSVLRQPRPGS
#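 System: SCP-1 catalytic domain; Reagent: Phospho 17-mer peptide substrate; Doses: one concentration, 20 µM, with 1.0% DMSO; Incubation: 45 min room-temperature reaction, 5 min colour, 30 min stabiliser; Signal: Phosphate-binding colour reagent, absorbance read at 630 nm.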
# SUMO1-SIM PPI – SUMO1-SIM interaction modulation; SUMO1 binding to a labelled peptide, TR-FRET, 1 h; inhibition, % at 20 µM; P63165; AID 602429; 0.33% of 360,000 active; in the data active = inhibition above about 37%
# Target sequence (P63165 whole entry, looked up): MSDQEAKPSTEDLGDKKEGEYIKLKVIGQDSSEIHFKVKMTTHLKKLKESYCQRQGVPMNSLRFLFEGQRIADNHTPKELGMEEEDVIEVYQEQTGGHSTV
# STEP inh – inhibitors of human striatal-enriched phosphatase STEP; P54829; recombinant STEP, OMFP fluorogenic substrate, fluorescence; inhibition, % at 20 µM; 0.25% of 360,000 active; AID 588621;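 active = inhibition at 20 µM, scaled per plate between control wells, above about 37%, limit read from the data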;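 also: 0% = DMSO with enzyme and substrate and 100% = substrate only without enzyme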
#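 Assay system: isolated STEP enzyme. Buffer or medium: pH 6.0 Bis-Tris with DTT and Tween 20. Also added: fluorogenic phosphatase substrate OMFP at 25 µM final. Dosing: 20 µM, 1% DMSO. Timing: 20 min reaction, room temperature, in the dark. Measured by: fluorescence intensity, excitation 480 nm, emission 540 nm. Evaluation: normalized % inhibition.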
# NRP1-CendR mod – alters CendR peptide binding to human NRP-1. FAM-RPARPAR peptide binding to NRP-1, fluorescence polarization. inhibition, % at 25 µM. 0.85% of 360,000 active. AID 602438;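 active = inhibition or corrected inhibition above about 18%, plus a signal ratio from 0.5 to 1.5, limit read from the data, passing the limit was not always enough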; also: strong numbers were not always called active
# TbMetRS inhib – blocks T. brucei methionyl-tRNA synthetase activity | inhibition, % at 11.9 µM | AID 624268 | purified T. brucei MetRS, ATP depletion, Kinase-Glo luminescence | 0.4% of 360,000 active;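 active = inhibition above a per-plate cutoff of the control wells' mean inhibition plus 3 SD, cut at about 5.5% in these data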;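 also: 0% = DMSO wells median and 100% = median of wells with control inhibitor compound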
#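 Dosing: 11.9 µM single point; system: parasite MetRS enzyme; technique: luminescence of leftover ATP; times: 15 min enzyme-compound preincubation, 2 h reaction, 10 min detection, 25 °C; replicates: each compound tested once; read-out basis: percent inhibition relative to median high and low control wells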
# E coli Lon inh – E. coli protease La inhibition | 0.42% of 360,000 active | purified E. coli Lon protease, fluorescence polarization | P0A9M0 | inhibition, % at 7.94 µM; in the data active = inhibition above about 13%, passing the limit was not always enough;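 also: 0% = enzyme with probe and DMSO and 100% = no enzyme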
# Target sequence (P0A9M0 whole entry, looked up): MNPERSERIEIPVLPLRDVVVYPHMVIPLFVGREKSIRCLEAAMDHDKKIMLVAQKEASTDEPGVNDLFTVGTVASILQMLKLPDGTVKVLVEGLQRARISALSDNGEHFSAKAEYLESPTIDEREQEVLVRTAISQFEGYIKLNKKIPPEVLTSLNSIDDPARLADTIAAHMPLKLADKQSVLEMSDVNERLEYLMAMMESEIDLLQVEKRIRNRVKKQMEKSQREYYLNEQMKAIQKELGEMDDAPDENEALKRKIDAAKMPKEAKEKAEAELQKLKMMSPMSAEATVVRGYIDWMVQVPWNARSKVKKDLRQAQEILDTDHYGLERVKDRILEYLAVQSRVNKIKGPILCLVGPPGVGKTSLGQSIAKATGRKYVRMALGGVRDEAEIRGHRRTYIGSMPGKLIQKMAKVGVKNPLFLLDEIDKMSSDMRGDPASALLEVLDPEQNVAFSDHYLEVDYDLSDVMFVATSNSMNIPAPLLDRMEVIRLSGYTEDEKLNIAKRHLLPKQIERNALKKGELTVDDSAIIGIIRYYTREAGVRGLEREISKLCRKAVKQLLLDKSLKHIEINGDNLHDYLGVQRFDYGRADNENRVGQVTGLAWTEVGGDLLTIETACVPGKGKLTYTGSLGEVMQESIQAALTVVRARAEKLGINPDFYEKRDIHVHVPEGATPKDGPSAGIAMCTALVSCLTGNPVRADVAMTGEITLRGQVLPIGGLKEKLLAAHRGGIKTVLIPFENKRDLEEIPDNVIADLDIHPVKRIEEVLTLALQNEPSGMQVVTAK
# DNMT1 block – DNMT1 (human) enzyme inhibition; DNMT1 molecular beacon, Hinp1I cleavage, fluorescence; AID 588458; P26358; 0.83% of 360,000 active; inhibition (reported as % activation of signal), % at 10 µM; in the data active = inhibition above about 50%
# * = called active by the depositor; nt = not tested or not shown.
item	canonical_smiles	MsrA inh	bovine MsrA act	LMPTP block	Scp1 inh	SUMO1-SIM PPI
1	CCCNC(=O)C1(C)CCCN(Cc2cc3ccccc3o2)C1 (stereo not drawn)	-0.9	-2	-0.2	nt	-9
2	O=C(Nc1cc([N+](=O)[O-])ccc1F)C1CCN(S(=O)(=O)c2cccs2)CC1	1.7	-3	0.4	0	-20
3	CC(C)(C)NC(=O)CN(Cc1ccc2c(c1)OCO2)C(=O)CNS(=O)(=O)c1ccccc1	0.3	0	-0.5	-5	7
4	COc1ccc2[nH]c(C(=O)Nc3ccc(F)cc3Br)cc2c1	-0.2	-11	0.6	-4	-31
5	C=CC(=O)N(CCC)C(c1ccccc1)c1ccccc1OC (stereo not drawn)	0.0	2	-1.4	-9	0
6	O=C1CCCC(=O)N1c1ccc(F)cc1	-0.4	0	-1.1	-2	0
7	C/C(Nc1ccccc1C(F)(F)F)=C1/CCOC1=O	2.5	-8	-0.6	-3	1
8	COc1cccc(CNC(=O)CSc2nnc3c(n2)[nH]c2ccc(C)cc23)c1	-0.3	-1	-1.1	-1	-2
9	CCN1CCN(C(=O)c2ccc3c(c2)N(Cc2ccccc2F)C(=O)c2ccccc2S3(=O)=O)CC1	-0.3	-5	-0.5	-5	-7
10	O=C(c1ccsc1)N1CCN(C(=O)c2cccs2)CC1	0.3	-5	3.3	-6	-3
11	Cc1nc(N(C)C)c2sc(=S)n(-c3ccccc3)c2n1	0.5	-4	0.2	-1	-2
12	O=C(CCN1C(=O)COc2ccccc21)N1CCN(c2ccccc2)CC1	0.0	-2	-1.4	-3	-2
13	CC(C)C1C(=O)N(Cc2cn(Cc3ccco3)nn2)CCS(=O)(=O)N1Cc1ccc(-c2ccncc2)cc1 (stereo not drawn)	-1.2	-2	-1.7	nt	10
14	Cn1c(NC(=O)c2ccco2)c(-c2ccc(Cl)cc2)c(=O)c2ccccc21	2.4	-3	0.0	3	0
15	COc1ccccc1C1CC(c2ccccc2)=NN1S(=O)(=O)c1ccccc1 (stereo not drawn)	2.5	0	2.7	-7	-3

item	STEP inh	NRP1-CendR mod	TbMetRS inhib	E coli Lon inh	DNMT1 block
1	-3	-5	-0.2	8	10
2	0	4	-0.3	-16	-5
3	-4	5	-0.6	-6	1
4	-3	-13	-0.9	2	-3
5	0	10	-0.4	-2	2
6	2	-4	-0.7	3	-2
7	-2	-2	-1.1	-15	2
8	-2	-13	19*	-4	10
9	-2	-3	-0.7	-6	-2
10	1	20	-0.9	-6	3
11	2	14	-0.2	-1	-1
12	-3	-7	-0.3	14	0
13	-1	-18	-1.3	-8	5
14	-3	7	-1.2	-6	5
15	2	-5	-0.2	-4	-3

# Additional entries follow:
item	canonical_smiles	MsrA inh	bovine MsrA act	LMPTP block	Scp1 inh	SUMO1-SIM PPI
16	Cc1nnc(SCC(=O)Nc2cccc(N)c2)n1-c1ccccc1	-0.7	-1	-0.8	-12	3
17	COc1cccc(CNC(=O)c2cc(S(=O)(=O)N3CCCCC3)c[nH]2)c1	-0.5	-2	-0.5	-7	1
18	S=C(NCc1ccco1)Nc1ccccc1	-0.1	-6	-0.8	3	2
19	COCCN(C(=O)c1csnn1)C(C(=O)NC1CCCC1)c1ccccc1 (stereo not drawn)	1.3	-3	-1.1	-4	-3
20	CS(=O)(=O)c1ccc(Cl)c(NC(=O)CSc2nnc(-c3cccs3)n2N)c1	0.9	-1	-0.1	-8	-1
21	COc1cc2c(cc1OC)-c1cc(Nc3ccc(N(C)C)cc3)nc(=O)n1CC2	2.7	-4	0.5	4	11
22	O=C(CNC(=O)/C(=C\c1ccc(Br)cc1)NC(=O)c1ccccc1)OCc1ccccc1	2.1	-2	0.5	-2	0
23	N#C/C(=C\c1ccco1)Sc1nc2ccccc2s1	3.5	-6	2.4	-14	-25
24	O=C(C1CCCN(S(=O)(=O)c2ccccc2)C1)N1CCN(c2ncccn2)CC1 (stereo not drawn)	1.1	-8	-1.6	-4	1
25	COC(=O)c1ccccc1NC(=O)N1CCN(C(=O)c2ccco2)CC1	1.1	-5	-1.3	0	0
26	c1ccc(C2Oc3ccccc3C3CC(c4cccs4)=NN32)cc1 (stereo not drawn)	2.3	-3	-1.0	-1	-8
27	CCOC(=O)c1c(NC(=O)COc2ncnc3ccccc23)sc(C)c1C	-0.3	-3	0.8	1	-7
28	COc1ccc(-n2c(=S)[nH]c3cc(C(=O)Nc4cc(C(N)=O)ccc4OC)ccc3c2=O)c(OC)c1	0.7	0	0.7	-7	6
29	COc1ccc(-c2noc(CCCCC(=O)N3CCN(c4cc(C)ccc4C)CC3)n2)cc1	1.4	-5	8.2	9	3
30	O=C(/C=C/c1ccco1)NC(=S)NNC(=O)c1ccco1	6.6*	-14	-0.2	1	7

item	STEP inh	NRP1-CendR mod	TbMetRS inhib	E coli Lon inh	DNMT1 block
16	-4	14	-1.0	-8	-4
17	-1	-5	2.3	-5	4
18	0	8	-0.5	-7	9
19	2	0	0.1	2	3
20	4	-2	-0.1	-8	2
21	0	-6	0.4	-14	-2
22	1	9	-0.6	4	-10
23	-2	-13	-0.1	-2	4
24	-2	2	-0.1	2	1
25	4	-6	-0.3	-5	1
26	-1	-67	0.2	-56	-9
27	0	10	0.1	-4	-6
28	2	2	-0.7	18	-1
29	1	-12	-0.6	1	-7
30	1	-16	-1.2	-3	30

# Continued:
item	canonical_smiles	MsrA inh	bovine MsrA act	LMPTP block	Scp1 inh	SUMO1-SIM PPI
31	Cc1nc2scc(C)n2c(=O)c1S(=O)(=O)N1CCN(c2ccc(F)cc2)CC1	2.2	-1	0.1	-7	2
32	O=C1CSC(c2ccccn2)N1c1cccc(Cl)c1 (stereo not drawn)	1.4	0	-0.9	-4	0
33	O=C(NCc1ccccn1)c1ccc2c(=O)n(CCc3ccccc3)c(=O)[nH]c2c1	0.2	-1	0.2	27	-4
34	CCOC(=O)C1CCN(CC(=O)c2c(C)n(C)c3ccc(OC)cc23)CC1	0.6	-12	0.6	5	1
35	COc1ccc(Cc2c(C(C)(C)C)nc3ccc(Br)cn23)c(C)c1	0.1	-4	3.1	nt	1
36	CCOc1ccc(OCCNC(=O)c2oc3ccccc3c2COC)cc1	-0.3	-8	1.7	-10	1
37	Cc1noc(C(=O)Nc2ccc(F)cc2F)c1Cl	-0.3	-3	-1.6	-2	5
38	O=C(c1ccccn1)N1CCN(c2ccc(C(F)(F)F)cn2)CC1	1.2	-8	-0.2	-3	-2
39	CSc1nc2ccccc2n1C(=O)NC1CCCCC1	-1.7	0	0.4	3	1
40	Cc1ccccc1NC(=O)CCN1CCN(C/C=C/c2ccccc2)CC1	-0.6	1	-0.3	3	-4
41	COc1cccc(-n2nnc3c(=O)n(CC(=O)NC4CCCC4)cnc32)c1	nt	-1	-0.5	0	1
42	COc1cc(/C=C(/NC(=O)c2ccccc2)C(=O)Nc2ccccc2)c([N+](=O)[O-])cc1OC	0.7	-5	-1.0	-5	-21
43	CC(=O)N=c1cccc(NC(C)=O)n1O	-1.2	-3	-0.6	-3	-1
44	COc1ccc(C(=O)N2CCN(C(C)=O)CC2)cc1S(=O)(=O)N1CCOCC1	-0.3	-1	0.2	-3	-2
45	Cc1cc(-c2nn(-c3ccccc3F)cc2CN2CCC(O)CC2)c(C)s1	-1.0	-4	-0.9	2	2

item	STEP inh	NRP1-CendR mod	TbMetRS inhib	E coli Lon inh	DNMT1 block
31	1	10	0.1	-2	0
32	-2	17	0.2	-3	-3
33	1	-4	-0.9	-2	-3
34	-1	-11	-1.5	-1	3
35	-1	-5	0.1	4	-4
36	2	-8	-0.3	-1	-7
37	-4	8	-0.7	1	-2
38	-2	2	-1.6	-15	1
39	-2	-15	0.7	-14	1
40	0	15	-1.1	3	-3
41	-4	8	-0.3	-4	0
42	3	-1	-0.2	0	1
43	0	0	-0.7	-2	1
44	2	23	-1.4	-13	1
45	3	-12	-0.1	4	-3

# Next part; it opens with the 2 that closed the last part.
item	canonical_smiles	MsrA inh	bovine MsrA act	LMPTP block	Scp1 inh	SUMO1-SIM PPI
44	COc1ccc(C(=O)N2CCN(C(C)=O)CC2)cc1S(=O)(=O)N1CCOCC1	-0.3	-1	0.2	-3	-2
45	Cc1cc(-c2nn(-c3ccccc3F)cc2CN2CCC(O)CC2)c(C)s1	-1.0	-4	-0.9	2	2
46	CCOc1ccc(N(CC(=O)NCC2CCCO2)S(=O)(=O)c2ccc(SC)cc2)cc1 (stereo not drawn)	-0.2	-6	-2.3	-9	4
47	O=c1c2ccccc2oc2ccc(NCCCN3CCOCC3)cc12	0.5	-3	0.0	-2	-16
48	O=c1oc2ccccc2nc1/C=C(O)/C=C/c1ccc(F)cc1	-0.4	-3	0.8	-5	-2
49	CCn1c(SCc2nc3ccccc3s2)nnc1-c1ccccc1	-0.9	-2	1.6	6	-3
50	O=C(Oc1cccc2ccccc12)c1ccco1	-0.6	-2	-0.8	-13	-1
51	COc1ccc(Nc2cc(C)nc3ccc(C)cc23)cc1	1.4	-5	3.2	nt	-1
52	CCCn1c(N2CCN(Cc3ccc(Cl)cc3)CC2)nc2ccccc21	0.2	-1	0.9	-6	4
53	Cc1cc(SCC(=O)c2ccccc2)n2ncc(-c3ccccc3)c2n1	-0.5	-4	3.5	-19	0
54	CS(=O)(=O)c1ccc(Cl)c(NC(=O)CSc2nc3ccccc3c(=O)n2CCCN2CCOCC2)c1	2.1	-1	4.3	-4	2
55	Cc1ccc(N2CC(C(=O)N3CCc4ccccc43)CC2=O)cc1 (stereo not drawn)	-0.2	-2	-2.5	-8	-7

item	STEP inh	NRP1-CendR mod	TbMetRS inhib	E coli Lon inh	DNMT1 block
44	2	23	-1.4	-13	1
45	3	-12	-0.1	4	-3
46	0	0	-1.6	4	0
47	-2	-3	-0.1	0	2
48	-4	-71	0.8	1	1
49	3	-26	0.2	-11	-2
50	1	10	-0.3	10	-1
51	3	-8	0.1	-8	8
52	8	-4	-0.3	2	0
53	0	-17	-0.5	5	-7
54	0	4	-0.6	5	1
55	7	-5	-0.5	3	27

# Three compounds already listed, ordered by length of the SMILES, low to high:
item	canonical_smiles	MsrA inh	bovine MsrA act	LMPTP block	Scp1 inh	SUMO1-SIM PPI
47	O=c1c2ccccc2oc2ccc(NCCCN3CCOCC3)cc12	0.5	-3	0.0	-2	-16
52	CCCn1c(N2CCN(Cc3ccc(Cl)cc3)CC2)nc2ccccc21	0.2	-1	0.9	-6	4
46	CCOc1ccc(N(CC(=O)NCC2CCCO2)S(=O)(=O)c2ccc(SC)cc2)cc1 (stereo not drawn)	-0.2	-6	-2.3	-9	4

item	STEP inh	NRP1-CendR mod	TbMetRS inhib	E coli Lon inh	DNMT1 block
47	-2	-3	-0.1	0	2
52	8	-4	-0.3	2	0
46	0	0	-1.6	4	0

# Random draw from the library; any-hit rate near 4.3%.
